# cardiac RTF act: increases calcium sensitivity of human cardiac regulated thin filaments. P19429+P45379. IANBD-labeled TnC RTF fluorescence at EC20 calcium; 0% EC20 calcium, 100% full calcium. activation, % at 7.2 µM. actives 0.24% (n = 340,000). AID 493008;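 active = activation above the mean over all tested compounds plus 3 SD, cut at about 30% in these data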;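 note: rise in fluorescence read as greater calcium sensitivity of cardiac thin filaments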
# RTF Ca sens inh: cardiac RTF calcium desensitization; IANBD-labeled cardiac RTF, Ca2+ fluorescence; inhibition, % at 7.15 µM; actives 0.12% (n = 340,000);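 active = inhibition above the mean inhibition of all tested compounds plus 3 SD, cut at about 17% in these data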;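 note: assay run at fixed EC70 calcium of 1.6 mM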
# Mot1-301 SUMO: SUMOylation pathway inhibition by Mot1-301 growth rescue; actives 1% (n = 320,000); growth rescue, % at 18.8 µM; S. cerevisiae Mot1-301 growth rescue, ATP luminescence, 38.5C; percent above DMSO median, 100 means doubled;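 active = every valid replicate shows activation above 250% relative to neutral control wells; inactive = the rest, any valid replicate at or below 250%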;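 note: OY570 slx delta 5 strain wells were the positive control but not used for scaling; some compounds called inactive have numbers as strong as hits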
# LANA DNA inh: KSHV C-LANA DNA binding inhibition; MBP-C-LANA/FAM-LBS DNA binding, fluorescence polarization; inhibition, % at 9 µM; actives 0.078% (n = 340,000);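 active = highest replicate inhibition at or above 60% at 9 µM, even if other replicates fall short; inactive = all replicates below 60% inhibition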;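 note: 0% = neutral control wells and 100% = 4 µM acridine orange control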
# Keap1-Nrf2 PPI: Keap1-Nrf2 (human) interaction inhibition; Q14145; actives 0.15% (n = 340,000); inhibition, % at 9.4 µM; Keap1 Kelch-Nrf2 peptide fluorescence polarization, 1536-well; in the data active = inhibition above about 12%;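 note: human Keap1 Kelch domain with fluorescein labeled Nrf2 9mer peptide probe; 0% = neutral control wells and 100% = peptide positive control; higher means more block of Keap1 binding to Nrf2 peptide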
# dFosB act: enhances mouse delta FosB homodimer DNA binding; activation, % at 25 µM; P13346; actives 0.99% (n = 340,000); purified delta FosB, TAMRA-CDK5 oligo fluorescence polarization; percent of positive-control signal above neutral wells;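 active = mean activation above about 17%, with every replicate also reaching it, limit read from the data, passing the limit was not always enough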;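 note: fluorescence polarization rise as delta FosB binds a TAMRA Cdk5 AP-1 oligo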
# Target sequence (P13346 whole entry, looked up): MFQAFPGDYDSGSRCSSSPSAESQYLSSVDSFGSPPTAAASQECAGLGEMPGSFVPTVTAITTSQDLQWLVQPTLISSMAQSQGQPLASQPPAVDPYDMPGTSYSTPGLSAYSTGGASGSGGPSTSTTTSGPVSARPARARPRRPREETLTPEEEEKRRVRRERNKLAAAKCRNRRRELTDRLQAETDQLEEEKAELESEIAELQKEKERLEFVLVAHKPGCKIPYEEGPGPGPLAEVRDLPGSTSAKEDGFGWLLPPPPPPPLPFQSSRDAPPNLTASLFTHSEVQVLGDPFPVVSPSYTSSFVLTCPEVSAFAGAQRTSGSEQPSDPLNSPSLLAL
# Rtt109 HAT inh: blocks Candida albicans Rtt109/Vps75 acetyltransferase activity. Q5AAJ8. purified Rtt109/Vps75, ThioGlo CoA-SH fluorescence, 4 h. inhibition, % at 34.9 µM. actives 0.16% (n = 330,000);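 active = inhibition of at least 50% in every replicate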
# Target sequence (Q5AAJ8 whole entry, looked up): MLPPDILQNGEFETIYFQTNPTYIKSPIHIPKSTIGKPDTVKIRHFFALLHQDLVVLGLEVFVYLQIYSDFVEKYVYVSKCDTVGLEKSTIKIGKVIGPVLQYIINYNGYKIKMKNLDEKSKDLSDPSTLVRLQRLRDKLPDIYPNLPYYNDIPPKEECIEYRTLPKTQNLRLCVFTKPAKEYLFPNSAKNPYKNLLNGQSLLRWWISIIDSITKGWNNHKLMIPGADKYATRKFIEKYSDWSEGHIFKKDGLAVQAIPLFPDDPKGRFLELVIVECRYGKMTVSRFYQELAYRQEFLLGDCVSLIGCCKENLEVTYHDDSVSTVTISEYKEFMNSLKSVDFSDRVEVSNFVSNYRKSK
# PvdQ inh: blocks Pseudomonas aeruginosa PvdQ acylase activity; purified PvdQ acylase, fluorescence plate reader; inhibition, % at 10 µM; actives 0.063% (n = 340,000); AID 488965; in the data active = inhibition above about 30%, passing the limit was not always enough;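 note: 0% = vehicle neutral wells and 100% = reference inhibitor wells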
# NSD2 HMT inh: NSD2 (human) methyltransferase inhibition. O96028. NSD2 peptide methylation, AlphaScreen, 120 min. inhibition, % at 12.5 µM. actives 0.54% (n = 310,000); in the data active = inhibition above about 50%
# PfHsp90 set2: inhibits growth of yeast expressing Plasmodium falciparum Hsp90 | inhibition, % at 9.4 µM | S. cerevisiae expressing PfHsp90, BacTiter-Glo ATP, 48 h; yeast lacking PDR1 and PDR3 efflux regulators | actives 0.32% (n = 310,000) | AID 504621;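 active = every replicate shows inhibition above about 80%, whatever the replicate mean, limit read from the data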;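 note: 0% = DMSO neutral controls and 100% = 20 µM radicicol positive controls; yeast relying on Plasmodium falciparum Hsp90 in place of its own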
# CDK5 inh: inhibitors of human CDK5/p35 kinase | Q00535+Q15078 | Recombinant CDK5/p35, ADP-Glo luminescence, 60 min | inhibition, % at 10 µM | actives 0.01% (n = 330,000) | AID 488839;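 active = highest replicate inhibition of at least 50% and at least 75% of replicates reaching 50%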;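 note: plate controls were DMSO neutral control for no effect and GW8510 at 10 µM for full effect; many of its hits are not listed in these tables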
# * marks the source's active call; other numbers are inactive results; . = no result given. Outcome played no part in choosing rows; 3.2% or so of the library scored in one or more.
SMILES,cardiac RTF act,RTF Ca sens inh,Mot1-301 SUMO,LANA DNA inh,Keap1-Nrf2 PPI,dFosB act,Rtt109 HAT inh,PvdQ inh,NSD2 HMT inh,PfHsp90 set2,CDK5 inh
Cc1ccc(-c2csc(NC(=O)c3ccccc3Cl)c2C(=O)O)cc1,-9,-3,5,-2.2,-2,-8,15,7,4,13,5.6
O=C(NCc1cccnc1)c1ccc(NC(=O)c2cccc([N+](=O)[O-])c2)cc1,1,-7,59,-0.8,-4,3,-7,-17,12,-4,0.1
O=C(CNS(=O)(=O)c1ccccc1)NCC(=O)N1CCCCC1,4,-6,-20,1.9,-1,5,-8,-23,0,14,0.1
O=C(CNC(=O)C12CC3CC(CC(C3)C1)C2)N/N=C\c1ccccn1,4,2,-8,-1.1,3,3,-6,-8,0,13,0.7
CN1CCN(S(=O)(=O)c2ccc(-c3ccc(Cl)cc3)cc2)CC1,1,-7,1,-0.6,-1,-17,-8,-9,-2,17,-1.0
C=CCN(CC=C)C(=S)NC(=O)c1ccc(OC)c(Br)c1,-4,-14,-9,-1.6,2,0,1,2,1,-55,-3.9
COc1ccc(S(=O)(=O)NCc2nc3nc(C)cc(C)n3n2)cc1OC,0,-3,-4,1.9,-1,1,4,-13,.,-6,1.2
Cc1csc2nc(O)c(C(=O)NC3CCCCC3)c(=O)n12,-5,-7,-13,0.1,2,-12,-2,-13,5,-118,-0.1
CCN(CC)c1nc(N)c([N+](=O)[O-])c(NCCO)n1,-2,-8,0,-0.3,-6,2,2,-11,-1,-3,.
CNC(=S)N(CCc1ccc(OC)c(OC)c1)Cc1cc2c(C)cc(C)cc2[nH]c1=O,5,2,-4,-0.8,-7,-10,5,-2,0,5,0.7
COc1cnc(SCc2ccc(Cl)cc2Cl)nc1Cl,-1,5,-28,0.2,0,1,-11,3,1,-14,-0.9
O=C1c2ccccc2C(=O)N1N(c1ccccc1)c1ccccc1,-1,4,.,0.3,-1,-3,5,4,0,.,-0.5
C=CCNC(=O)c1ccc(-c2cccc([N+](=O)[O-])c2)o1,2,1,10,-0.9,-7,-2,6,-10,0,12,-1.9
Cc1c(NC(=O)CSc2nnnn2-c2ccc(F)cc2)c(=O)n(-c2ccccc2)n1C,5,-4,-4,-5.2,-7,2,-2,-6,-3,12,0.7
CCOc1ccc(CCNC(=O)COC(=O)/C=C/c2ccccc2OC)cc1OCC,2,-3,26,-0.6,-6,-8,-5,-25,-1,.,-2.3
O=C(Nc1ccc(Cl)cn1)c1cc(S(=O)(=O)N2CCCCC2)ccc1Cl,-1,-1,366,0.4,-3,2,-8,-9,0,36,0.7
CCOC(=O)CNC(=O)c1c(C)nn(C)c1Cl,0,5,669*,-0.7,-2,9,7,5,-4,1,-0.3
Cc1ccc2c(c1)N(CC(=O)NC1CCCc3ccccc31)C(=O)CO2 (centres undefined),-4,0,185,0.6,-2,14,0,-4,-3,.,-0.3
CCCN(CCC)CC(=O)Nc1cccc2c1OCO2,-4,3,.,-2.7,1,0,7,8,4,-10,1.5
COc1ccc(C2CC(c3cccs3)=NN2S(C)(=O)=O)cc1OC (centres undefined),-6,-10,-14,0.0,-2,-3,2,-7,-5,3,0.2
CCOc1c2c(nc3ccc(Cl)cc13)CCC2,4,-1,8,-0.4,-3,-2,-8,-3,0,15,0.2
CCOc1ccc(OCC)c(NS(=O)(=O)c2ccc3c(c2)n(C)c(=O)c(=O)n3C)c1,-1,-2,-20,1.6,-6,2,-2,-12,-2,15,-0.7
COc1ccc2c3n([n+]([O-])c2c1)CCN=C3c1ccc(C)cc1,-4,-5,-1,-1.7,-2,1,3,8,.,-1,1.5
COC(=O)C1=C(C(C)=O)C(c2ccc(C(=O)OC)cc2)n2nnnc2N1 (centres undefined),3,-2,-9,1.8,-1,2,9,-5,1,-11,0.3
Cc1ccc(S(=O)(=O)N2CCC(C(=O)O)CC2)cc1,1,-19,-19,0.3,-4,1,-1,-12,-2,-22,-1.1
Cc1c(C(=O)OCC(=O)Nc2ccc3c(c2)OCO3)cccc1[N+](=O)[O-],6,-6,.,0.1,0,-1,-1,7,0,-2,0.7
CCN(CC)C(=O)CN(c1ccc2c(c1)OCO2)S(C)(=O)=O,-3,-4,7,1.4,0,0,-4,-4,-13,-1,-1.3
CCN(CC)c1ccc(CN(C(=O)c2cc(OC)c(OC)c(OC)c2)C2CCS(=O)(=O)C2)cc1 (centres undefined),-2,-4,-14,1.4,2,9,1,-11,6,-13,0.8
COc1ccc(-c2cnc3ccccc3n2)cc1NC(=O)CNC(=O)c1ccccc1,-2,-5,-12,1.4,0,3,19,-14,0,21,-3.2
CCOC(=O)c1cc(C(C)C)sc1NC(=O)COC(=O)CCS(=O)(=O)c1ccccc1,1,-4,5,-3.1,-2,-3,-1,-6,-2,-8,0.0
Cc1ccc(C)c(S(=O)(=O)NC(C)CCc2ccccc2)c1 (centres undefined),-1,-5,-16,0.9,-2,-13,-3,-17,-15,-46,-3.9
CCOc1ccc(NC(=S)NCCCN2CCN(c3ccc(OC)cc3)CC2)cc1,-1,-8,-7,-1.1,1,-1,2,-9,3,13,-1.1
COc1ccccc1N1CCN(C(=O)CSc2nnc3n2C(C)(C)Cc2ccccc2-3)CC1,-4,-9,.,1.0,6,-8,11,1,3,.,0.9
COc1ccc(NC(=O)CC(Cc2ccc(Cl)cc2)C(=O)O)cc1 (centres undefined),-1,-5,-16,1.3,1,1,.,-17,-1,6,-1.4
C/C(=N\Nc1ccc([N+](=O)[O-])cc1)c1ccc(C#N)cc1,14,-3,82,0.2,-3,4,2,-15,-5,6,1.0
ClCc1nnc(-c2ccccc2)o1,-6,-10,-3,0.6,0,3,-7,-19,-3,-22,1.3
O=C(NNC1CC(=O)N(c2ccc(Br)cc2)C1=O)c1ccco1 (centres undefined),0,0,54,2.7,1,1,-1,-8,3,1,-0.8
O=C(Nc1cccc(S(=O)(=O)N2CCCC2)c1)c1ccccc1OC(F)F,-8,1,-9,-2.5,-1,-1,25,2,-2,-12,0.6
COc1ccc2c(c1)c1nc3n(c(=O)c1n2CC(=O)Nc1ccccc1)CCCS3,-2,2,-27,1.5,-2,1,-5,6,-1,-5,0.7
Cc1cccc(C(=O)NC(=S)N2CCN(C(=S)NC(=O)c3cccc(C)c3)CC2)c1,-3,4,275,1.3,1,16,8,21,-1,-9,-3.1
Cc1ccn2c(CNCc3cnn(C)c3)c(C(=O)N3CCCCCC3)nc2c1,1,-11,0,0.7,-2,-5,-3,-8,0,-4,-1.9
CCN(CC)S(=O)(=O)c1ccc(NCCCn2ccnc2)c([N+](=O)[O-])c1,4,-4,-7,-0.9,-2,-10,3,-16,9,-1,-0.1
C1=C(c2cccc3ccccc23)N2CCN=C2S1,-5,-1,-11,0.3,0,-3,15,-61,12,7,-1.2
O=C(NC1CCCCCC1)c1cc(-c2ccccn2)nc2ccccc12,-4,-1,-9,0.8,0,-8,.,14,-4,3,-0.5
S=c1sscc1-c1ccccc1,-5,-3,.,-0.5,5,10,-9,-10,14,6,0.2
O=C(N/N=C/c1c(O)ccc2ccccc12)c1cccnc1,2,-15,63,-8.2,-4,11,2,0,-2,-7,1.5
COc1ccccc1NC(=S)NCC1CCCCC1,0,6,-10,-0.9,2,-3,-16,-7,0,-22,-1.0
O=c1cc(N2CCN(c3ccccc3)CC2)[nH]c(=O)n1-c1ccccc1Cl,1,-8,-8,-0.7,-2,-1,-2,-4,.,4,-0.3
O=C(COC(=O)C12CC3CC(CC(O)(C3)C1)C2)Nc1ccc(Br)cc1F,0,-5,-22,1.1,-7,-10,-11,-18,1,12,-2.2
COc1ccccc1N1CCN(C(=O)c2ccoc2C)CC1,-2,-2,-5,1.6,0,8,3,5,1,0,-2.2
CCN(CC)CCn1c(=S)[nH]c2ccccc2c1=O,3,-5,-34,0.2,-9,0,-2,-1,2,-6,-1.2
Cc1cc2nc(-c3ccc[nH]c3=O)n(Cc3cccc(F)c3)c2cc1C,-9,7,43,-1.0,-2,-2,-5,-18,1,13,-0.9

# Three entries out of the list, ordered by SMILES length, rising:
SMILES,cardiac RTF act,RTF Ca sens inh,Mot1-301 SUMO,LANA DNA inh,Keap1-Nrf2 PPI,dFosB act,Rtt109 HAT inh,PvdQ inh,NSD2 HMT inh,PfHsp90 set2,CDK5 inh
C1=C(c2cccc3ccccc23)N2CCN=C2S1,-5,-1,-11,0.3,0,-3,15,-61,12,7,-1.2
O=C(COC(=O)C12CC3CC(CC(O)(C3)C1)C2)Nc1ccc(Br)cc1F,0,-5,-22,1.1,-7,-10,-11,-18,1,12,-2.2
CCN(CC)S(=O)(=O)c1ccc(NCCCn2ccnc2)c([N+](=O)[O-])c1,4,-4,-7,-0.9,-2,-10,3,-16,9,-1,-0.1

# Filtered by structure, those above with a Cl atom
SMILES,cardiac RTF act,RTF Ca sens inh,Mot1-301 SUMO,LANA DNA inh,Keap1-Nrf2 PPI,dFosB act,Rtt109 HAT inh,PvdQ inh,NSD2 HMT inh,PfHsp90 set2,CDK5 inh
Cc1ccc(-c2csc(NC(=O)c3ccccc3Cl)c2C(=O)O)cc1,-9,-3,5,-2.2,-2,-8,15,7,4,13,5.6
CN1CCN(S(=O)(=O)c2ccc(-c3ccc(Cl)cc3)cc2)CC1,1,-7,1,-0.6,-1,-17,-8,-9,-2,17,-1.0
COc1cnc(SCc2ccc(Cl)cc2Cl)nc1Cl,-1,5,-28,0.2,0,1,-11,3,1,-14,-0.9
O=C(Nc1ccc(Cl)cn1)c1cc(S(=O)(=O)N2CCCCC2)ccc1Cl,-1,-1,366,0.4,-3,2,-8,-9,0,36,0.7
CCOC(=O)CNC(=O)c1c(C)nn(C)c1Cl,0,5,669*,-0.7,-2,9,7,5,-4,1,-0.3
CCOc1c2c(nc3ccc(Cl)cc13)CCC2,4,-1,8,-0.4,-3,-2,-8,-3,0,15,0.2
COc1ccc(NC(=O)CC(Cc2ccc(Cl)cc2)C(=O)O)cc1 (centres undefined),-1,-5,-16,1.3,1,1,.,-17,-1,6,-1.4
ClCc1nnc(-c2ccccc2)o1,-6,-10,-3,0.6,0,3,-7,-19,-3,-22,1.3
O=c1cc(N2CCN(c3ccccc3)CC2)[nH]c(=O)n1-c1ccccc1Cl,1,-8,-8,-0.7,-2,-1,-2,-4,.,4,-0.3

# Screening results (PubChem BioAssay)
